Bioassay records as filed in PubChem.
B2AR arrestin = recruits beta-arrestin to the human beta2-adrenergic receptor. beta-arrestin recruitment to beta2AR, cell-based reporter. Potency, µM (titrated, usually from 46.1 µM), for inactives: at the highest dose activation, most hits filed as activators. hit rate 0.02% among 330,000;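 also: potency is read from the fitted curve at half-maximal effect; 0% = DMSO controls and full agonism = EC100 isoproterenol or metaproterenol; nearly all actives have a fitted effect of over 65% in size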
uPA surface inh = blocks generation of uPA at the cell surface; hit rate 0.31% among 330,000; Potency, µM (top dose mostly 38.3 µM), for inactives: top-dose activity change, negative = inhibition, hits mostly inhibitors; cell surface uPA generation assay, qHTS; active = well fitted inhibition curve with a large enough effect; inconclusive = small, poorly fitted or top-dose-only effect; inactive = no such curve, though single readings can be large or run the other way; tested in mouse RAW 264.7 cells; also: potency is read from the fitted curve at half-maximal effect; nearly all actives have a fitted effect of over 55% in size
Coupling enz = counter-screen for Giardia aldolase inhibitors: coupling enzyme system | coupling enzyme system counterscreen, AmpLite Red fluorescence | activity change, negative = inhibition, % at 58.2 µM, hits read low | hit rate 0.67% among 290,000 | AID 2472; in the data active = activity change below about -30%
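Compounds tested against the coupling enzymes alone at 57.5 uM final; readout was AmpLite Red fluorescence (525/598 nm) after 20 min at RT.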
Chronic BCR inh = chronic active BCR signaling inhibition | ABC-DLBCL IkBa-CBG/CBR reporter, luminescence ratio, 4 h | Potency, µM (doses to about 46.1 µM), for the others: at the highest dose ratio change, negative = lower green/red ratio, most hits filed as inhibitors | hit rate 0.05% among 340,000; active = well fitted inhibition curve with a large enough effect in the signal ratio, with a control signal flat, not every such curve was filed as active; inconclusive = small, poorly fitted or top-dose-only effect, or effect the other way, or a change in a side signal; the % refers to the signal ratio;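 also: potency is read from the fitted curve at half-maximal effect; plate controls were basal doxycycline-induced cells for no effect and cells given 10 µM MG132 for full effect; MG132 reads +100%, hits lower the ratio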
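Compounds up to 46 uM were incubated four hours with TMD8 cells whose green CBG68 luciferase is fused to IkappaBalpha; red CBR luminescence normalised the signal, and concentration-effect curves were fitted to fusion, red and ratio data.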
Giardia killer = Giardia lamblia killing; activity change, % at 7.66 µM, hits read low; Giardia lamblia trophozoite viability; AID 540267; hit rate 0.15% among 340,000; in the data active = activity change below about -80%; inconclusive = between about -30% and that limit;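 also: parasites exposed to compound for two days anaerobically before the ATP read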
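Giardia trophozoites, 100 cells per well, were exposed to compounds for 48 hrs at 37 deg C under anaerobic conditions; viability was then read as ATP content by bioluminescence after 15-30 min at room temperature.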
GALK inhibitor = galactokinase (human) inhibition; P51570; Purified GALK, Kinase-Glo residual ATP luminescence; AID 1868; hit rate 0.007% among 270,000; Potency, µM (doses to about 57.5 µM), inactives show top-dose activity change, negative = inhibition, actives largely listed as inhibitors; also: potency is read from the fitted curve at half-maximal effect
Target sequence (P51570 whole entry, looked up): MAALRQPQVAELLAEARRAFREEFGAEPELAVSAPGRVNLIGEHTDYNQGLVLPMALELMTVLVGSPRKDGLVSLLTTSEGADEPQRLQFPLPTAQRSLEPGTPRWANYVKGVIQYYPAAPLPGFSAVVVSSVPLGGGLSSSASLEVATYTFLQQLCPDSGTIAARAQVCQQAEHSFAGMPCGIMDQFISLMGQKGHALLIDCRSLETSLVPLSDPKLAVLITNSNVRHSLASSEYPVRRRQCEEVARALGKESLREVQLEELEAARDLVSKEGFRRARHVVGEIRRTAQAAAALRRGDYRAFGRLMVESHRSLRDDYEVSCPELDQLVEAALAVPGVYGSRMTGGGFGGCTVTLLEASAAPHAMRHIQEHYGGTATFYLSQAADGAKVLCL
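ATP-depletion format; final 35 uM ATP, 100 uM D-galactose, 5 nM enzyme; pH 8.0 HEPES/Mg2+ buffer; 60 min RT; luminescence read 10 min after detection reagent.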
KCNH2 WT inh = inhibitors of human wildtype KCNH2 potassium channel. hit rate 0.37% among 340,000. Q12809. activity change, % at 1.84 µM. U2OS, BacMam KCNH2, thallium flux FluxOr; hits give low values;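 active = maximum activity change below -70%; inconclusive = maximum activity change between -70% and -50%; inactive = maximum activity change above -50%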
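U2OS cells were transduced with wild-type KCNH2 virus (2.03 x 10^8 / mL) for 4 h at room temperature, then cultured overnight at 37 C. Thallium flux was read with FluxOr dye. Rate constants were normalized to DMSO controls.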
KCNH2 3.1 inh = blocks the human KCNH2 3.1 channel isoform; U2OS KCNH2 3.1, thallium flux FluxOr; hits give low values; activity change, % (tested at about 1.8 µM); hit rate 0.95% among 340,000;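 active = maximum activity change below -70%; inconclusive = maximum activity change from -70% to -50%; inactive = maximum activity change above -50%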;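 also: thallium influx rate constant from kinetic fluorescence after stimulation buffer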
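Steps: virus added to U2OS suspension (4 h, RT, dark); medium with 10% FBS added, cells plated, 37 C overnight; FluxOr/Red40 loading buffer 45 min RT; stimulation buffer, 2 min kinetic read; rate constant normalized.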
PKM2 activator = increases activity of human pyruvate kinase M2; P14618; hit rate 0.34% among 260,000; Potency, µM (highest dose often 57.5 µM), for the others: top-dose activation, most hits filed as activators; purified PKM2, Kinase-Glo ATP luminescence, activation; response scale: 0% is enzyme alone, no compound; AID 1631; also: potency is read from the fitted curve at half-maximal effect; nearly all actives have a fitted effect of over 55% in size
Target sequence (P14618 whole entry, looked up): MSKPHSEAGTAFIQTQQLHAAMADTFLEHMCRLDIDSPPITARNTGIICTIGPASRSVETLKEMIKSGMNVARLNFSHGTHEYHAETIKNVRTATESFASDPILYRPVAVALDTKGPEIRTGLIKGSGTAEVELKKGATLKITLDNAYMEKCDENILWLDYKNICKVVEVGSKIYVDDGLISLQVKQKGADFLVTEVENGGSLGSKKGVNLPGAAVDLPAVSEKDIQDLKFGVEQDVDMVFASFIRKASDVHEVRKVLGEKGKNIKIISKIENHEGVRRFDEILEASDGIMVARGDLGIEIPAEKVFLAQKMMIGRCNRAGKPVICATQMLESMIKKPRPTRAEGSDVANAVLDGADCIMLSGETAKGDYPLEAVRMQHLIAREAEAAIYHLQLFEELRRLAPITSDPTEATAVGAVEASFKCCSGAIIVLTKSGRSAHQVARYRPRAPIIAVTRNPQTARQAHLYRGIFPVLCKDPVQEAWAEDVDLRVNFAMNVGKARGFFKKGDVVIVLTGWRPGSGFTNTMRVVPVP
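Purified hPK-M2 (>95%) run at intermediate activity with 0.1 mM ADP and 0.5 mM PEP in 50 mM imidazole pH 7.2, KCl, MgCl2; 1 h room temperature. ATP formed read by Kinase-Glo luminescence; normalized to uninhibited and no-enzyme controls.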
Eya2 phos inh = Eya2 (human) phosphatase inhibition; AID 488837; recombinant Eya2, OMFP fluorescence dephosphorylation (OMFP is methylfluorescein phosphate); hit rate 0.006% among 330,000; Potency, µM (highest dose often 76.9 µM), for inactives: at the highest dose activity, negative = inhibition, hits mostly inhibitors; also: potency is read from the fitted curve at half-maximal effect
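Eya2 protein (added as 0.2 uM solution) was preincubated with compound for 10 min at ambient temperature in 50 mM HEPES pH 7.5, 50 mM NaCl, 5 uM MgCl2, 0.05% BSA, 1 mM DTT. OMFP (added at 50 uM) then reacted 10 min; fluorescence read at 485/525 nm.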
USP2a inh = blocks human ubiquitin-specific protease USP2a. O75604. USP2 core, Ub-CHOP2 coupled fluorogenic reporter, 485/531. Potency, µM (top dose mostly 38.3 µM), for inactives: top-dose activity change, negative = inhibition, hits mostly inhibitors. hit rate 0.01% among 330,000;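 also: potency is read from the fitted curve at half-maximal effect; plate controls were DMSO wells for no effect and full inhibition by NEM control for full effect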
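USP2 core (10nM final) preincubated 30min RT with compound in 20mM Tris-HCl pH 8.0, 2mM CaCl2, 2mM beta-mercaptoethanol, 0.05% CHAPS; 25nM Ub-CHOP2 plus 25nM reporter substrate added, fluorescence (Ex485/Em531) read after 60min.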
* marks the source's active call; other numbers are inactive results; ? = inconclusive; . = no result given; [ ] = another dose, or the depositor's remark. Unless noted, calls follow the shape of the dose curve; as a rule, active = well fitted curve in the direction sought with a large enough effect; inconclusive = small, poorly fitted or top-dose-only effect, or another doubt; inactive = no such curve, though single readings can be large; an effect the other way counts as inactive or inconclusive. Unless noted, % is scaled to controls: 0 for no effect and ±100 for the full control effect.

SMILES	B2AR arrestin	uPA surface inh	Coupling enz	Chronic BCR inh	Giardia killer	GALK inhibitor	KCNH2 WT inh	KCNH2 3.1 inh	PKM2 activator	Eya2 phos inh	USP2a inh
CC(=O)c1ccc(N2CCN(C(=O)c3ccc(Cl)c(NC4=NC5CS(=O)(=O)CC5S4)c3)CC2)cc1 (stereo not given)	0.5%	0%	.	2%	8	1%	3	14	.	-7%	4%
CC(NC(=O)c1ccco1)C(c1cccs1)N1CCN(c2ccccc2)CC1 (stereo not given)	0.3%	-7%	4	3%	2	1%	-11	1	-1%	-11%	1%
Cc1ccccc1CSCCNC(=O)Nc1ccccc1	-0.2%	-9%	2	?	3	11%	.	5	-1%	-14%	-2%
O=C(CCn1c(=S)[nH]c2ccccc2c1=O)NCCc1ccccc1	0.0%	4%	4	3%	-1	8%	-2	4	-1%	-5%	2%
COCCn1c(C)cc(C(=O)COC(=O)c2ccc([N+](=O)[O-])o2)c1C	-0.5%	-1%	-10	7%	-1	4%	-9	11	4%	19%	0%
Cn1c2ccccc2c2cc(/C=C(\NC(=O)c3ccccc3)C(=O)O)ccc21	-0.2%	-2%	8	0%	-6	4%	27	2	-3%	10%	-3%
c1coc(CNc2nc(-c3cccs3)cs2)c1	-0.4%	3%	3	-1%	7	2%	-3	3	15%	4%	?
CCOc1ccc(C(C)=O)cc1COC(=O)CNC(=O)c1cccs1	-0.2%	14%	.	?	-2	.	-9	6	.	-5%	2%
COc1ccc(CC(CC(=O)O)C(=O)NCc2ccccc2)cc1 (stereo not given)	0.1%	3%	4	10%	10	-4%	8	-3	9%	1%	12%
O=C(O)COc1ccc(Br)cc1CP(=O)(c1ccccc1)c1ccccc1	-0.4%	2%	14	7%	0	-3%	0	4	10%	9%	-1%
COc1ccc(C(=O)NC(=S)Nc2ccc(N3CCOCC3)cc2)cc1Cl	5.8%	-4%	-1	?	10	8%	-2	6	-1%	-12%	1%
CCn1cc(C(=O)O)c(=O)c2cc(F)c(N3CCN(S(=O)(=O)c4ccc(NC(C)=O)cc4)CC3)cc21	-0.4%	5%	1	0%	7	-2%	-8	6	0%	3%	3%
CC(=O)N(Cc1cccnc1)c1cccc(-c2nc3ccccc3s2)c1	0.3%	-9%	4	?	-11	5%	14	8	0%	1%	-3%
CC(C)C1Oc2ccccc2N(CC(=O)NC2CCCCC2)C1=O (stereo not given)	-0.4%	31%[activator]	1	0%	6	2%	-1	-3	.	-3%	0%
CN1CCN(S(=O)(=O)c2ccc(NC(=S)NC(=O)c3ccc(Cl)cc3)cc2)CC1	0.1%	-3%	-5	-6%	-20	3%	5	-9	-19%	-18%	-7%
CCOC(=O)C1=C(N)OC2=C(C(=O)CC(C)(C)C2)C1C1CCCCC1 (stereo not given)	0.0%	11%	1	0%	-24	2%	2	-7	3%	-10%	2%
O=C(CNC(=O)N1CC(=O)Nc2ccccc21)Nc1cc(Cl)ccc1Cl	0.3%	?	-1	?	10	-6%	8	-3	.	0%	0%
COc1ccc(C(=O)Nc2ccccc2C(=O)O)cc1NC(=O)C(c1ccccc1)c1ccccc1	2.8%	-8%	7	?	-18	4%	4	-1	0%	-15%	2%
Cc1ccc(Cl)cc1N1CCN(C(=O)C2(S(=O)(=O)c3ccc(Cl)cc3)CC2)CC1	-0.1%	3%	0	-14%	5	-1%	-8	-1	0%	-7%	-2%
Cc1nn(-c2ccccc2)c(N2CCCC2)c1/C=N/NC(=O)c1cc(-c2cccs2)nc2ccccc12	-0.2%	13%	-2	-7%	2	-1%	-18	-10	0%	8%	-1%
CC(C)[C@H](NC(=O)c1ccc(Cl)c([N+](=O)[O-])c1)C(=O)NCc1ccc(Cl)cc1Cl	-0.3%	-3%	-2	3%	-26	2%	-4	-22	15%	-2%	-2%
O=C(NCCN1CCOCC1)c1cc(-c2ccc(F)cc2)on1	-0.2%	.	-1	?	5	-1%	12	16	-4%	15%	0%
CSc1ccc(NC(=O)/C=C/C(=O)O)cc1	4.2%	5%	6	?	-6	.	-7	-11	2%	-1%	-1%
CC1CN(C(=O)COC(=O)c2ccc(NC(=O)CC#N)cc2)CC(C)O1 (stereo not given)	0.1%	12%	-2	?	-2	-1%	-7	18	-1%	-4%	2%
CCc1nnc(NC(=O)c2ccc(C)o2)s1	0.4%	0%	-1	2%	2	5%	-17	-17	-5%	7%	0%
SMILES	B2AR arrestin	uPA surface inh	Coupling enz	Chronic BCR inh	Giardia killer	GALK inhibitor	KCNH2 WT inh	KCNH2 3.1 inh	PKM2 activator	Eya2 phos inh	USP2a inh
CC(=O)Nc1ccc(S(=O)(=O)N2CCN(C(=O)C3COc4ccccc4O3)CC2)cc1 (stereo not given)	-0.7%	1%	.	-10%	-6	-3%	1	1	4%	-15%	0%
CCCn1c(O)c(N=NC(=O)CNC(=O)c2cccnc2)c2ccccc21	0.3%	4%	0	?	25	8%	-5	-7	.	-12%	-1%
CC(=O)N(CCc1ccccc1C)Cc1cc2ccc(C)cc2[nH]c1=O	4.7%	1%	-1	?	19	-2%	11	3	.	11%	3%
CN(CCOc1ccccc1)c1ccc(S(=O)(=O)N2CCCCC2)cn1	-0.4%	-2%	1	5%	7	-3%	-17	.	2%	-10%	1%
NC(=O)[C@@H]1CCCN1Cc1nc(-c2cccs2)no1	-0.6%	-1%	4	10%	6	0%	-7	0	-10%	-2%	2%
CCN(CC)CCn1c(NCc2ccc(OC)cc2)nc2ccccc21	.	-4%	3	.	-10	0%	7	-20	-2%	.	.
CCC(=O)NC(=S)Nc1ccc(NC(=O)c2ccccc2[N+](=O)[O-])cc1	-0.1%	3%	3	?	-5	-6%	18	13	6%	5%	0%
O=C(Nc1ccc2c(c1)OCO2)[C@@H]1CCCN1S(=O)(=O)c1cccc2cccnc12	-1.1%	9%	.	?	10	.	-29	7	.	10%	3%
CC(=O)Nc1ccc(S(=O)(=O)N(C)c2ccccc2)cc1	0.1%	.	2	-12%	4	3%	-30	.	7%	17%[15.4 µM]	1%
Cc1nn(-c2ccccc2)c(N)c1C(c1ccccc1)c1c(C)nn(-c2ccccc2)c1N	0.1%	4%	-2	0%	-12	0%	-1	-6	-8%	2%	-3%
O=S(=O)(c1c(F)cccc1F)N1CCCC2CCCCC21 (stereo not given)	0.1%	2%	.	0%	9	.	-32	0	.	4%	-2%
CN(C)c1ccc(CN(C(=O)c2cc3ccccc3oc2=O)C2CCS(=O)(=O)C2)cc1 (stereo not given)	0.5%	2%	.	-16%	4	6%	-11	19	.	-3%	1%
C[C@@H](C(=O)Nc1nc(-c2ccccn2)cs1)N1C(=O)C2CCCCC2C1=O (stereo not given in full)	-0.1%	1%	-6	?	-8	0%	-8	4	-13%	5%	1%
COCCNC(=S)N1CCCC(CO)C1 (stereo not given)	-0.3%	0%	-1	?	17	-2%	-16	-17	6%	-15%	5%
CS(=O)(=O)c1cccc(C(=O)NC(c2ccccc2)c2ccccc2)c1	-0.3%	12%	7	0%	-14	4%	19	6	9%	11%	10%
COc1ccccc1C(=O)N/C(=C/c1cccc([N+](=O)[O-])c1)C(=O)Nc1cccc(C(=O)O)c1	0.0%	1%	2	-5%	-16	-1%	-4	6	0%	-17%	-4%
NC(=O)N/N=C/c1coc2ccc3ccccc3c2c1=O	-0.3%	-1%	0	3%	-19	.	-3	16	-36%	-5%	7%
COCCn1c(SCC(=O)N2CCCC2)nnc1C(C)C	-0.6%	7%	2	3%	21	-1%	-4	-8	0%	14%	0%
Cc1nnsc1C(=O)NC(C)c1ccccc1 (stereo not given)	0.1%	-2%	0	-3%	-4	-2%	0	5	7%	-3%	1%
Cc1c(NC(=O)CSc2nnc3sc4ccccc4n23)c(=O)n(-c2ccccc2)n1C	-0.3%	19%	1	-6%	0	2%	-38	15	1%	16%	-1%
CC1CCCCN1CCNC(=O)C1CCCN(S(=O)(=O)c2cccc3nsnc23)C1 (stereo not given)	0.1%	0%	.	2%	-7	-1%	3	-9	.	-16%	2%
CCc1nc2sc3c(c2c(=S)[nH]1)CC(C)(C)OC3	-0.7%	-2%	-1	-6%	21	2%	-3	-2	.	11%	0%
CC(=O)c1cc(F)c(N2CCCCCC2)cc1C	-0.5%	0%	-2	-2%	3	-2%	10	9	1%	-7%	-2%

Entries of single compounds from above. Screens in order: B2AR arrestin | uPA surface inh | Coupling enz | Chronic BCR inh | Giardia killer | GALK inhibitor | KCNH2 WT inh | KCNH2 3.1 inh | PKM2 activator | Eya2 phos inh | USP2a inh
NC(=O)N/N=C/c1coc2ccc3ccccc3c2c1=O is entered as -0.3% | -1% | 0 | 3% | -19 | . | -3 | 16 | -36% | -5% | 7%
COc1ccccc1C(=O)N/C(=C/c1cccc([N+](=O)[O-])c1)C(=O)Nc1cccc(C(=O)O)c1 is entered as 0.0% | 1% | 2 | -5% | -16 | -1% | -4 | 6 | 0% | -17% | -4%
